Mdm2 ligase inh = MDM2-luciferase reporter signal enhancers, primary screen, MDM2 E3 ligase inhibitor project, cell-based, luminescence, 1536-well; cell-based MDM2 ubiquitination luciferase reporter, 2 h; 0 = plate control, 100 = twice control, blank-subtracted; 210,000 compounds, 0.11% hits; signal enhancement, % at 5 µM;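 active means signal enhancement of 30% or more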;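 further: luminescence tracks abundance of the self-degrading MDM2-luciferase fusion protein; higher signal means inhibition of MDM2 E3 ligase activity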
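Assay system: stable mammalian line carrying autodegrading MDM2–luciferase fusion reporter; amount: 2000 cells seeded into each well; buffer or medium: DMEM; benchmarks: plate control and blank wells; signal: luciferase luminescence; timing: 2 h compound exposure at 37 °C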
Rad51 HR inh = human RAD51 strand exchange inhibitors, primary screen, biochemical, fluorescence | DNA repair protein RAD51 homolog 1 (Homo sapiens), Q06609 | hRad51 DNA strand exchange, fluorescence dequenching | inhibition, % at 10 µM | 200,000 compounds, 0.085% hits | AID 1385, 2008;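 active means inhibition above 40% at the single screening dose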;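 further: 0% = DMSO control wells and 100% = blanks with heterologous ssDNA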
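System: human Rad51 nucleoprotein filaments preassembled on unlabelled ssDNA. Reagent: labelled 47-mer dsDNA for strand exchange. Schedule: 30-min compound preincubation and 15-min exchange, both room temperature. Measured by: FRET fluorescence dequenching, excitation 485 nm, emission 520 nm. Read-out: Fluorescence-based percent inhibition, control- and blank-normalised. Benchmarks: plate controls and plate blanks.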
Wee1 stabilizer = Wee1 degradation inhibitors, primary screen, cell-based, HeLa, Wee1K328M-luciferase, luminescence; HeLa Luc-Wee1K328M stability; 100% = proteasome inhibitor MG132 effect; reporter increase, % at 5 µM; 220,000 compounds, 1.2% hits; AID 1321, 2008;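 active means activation above the mean of all tested compounds plus 3 SD, set per screening run, cut at about 8.8% in these data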;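 further: cells exposed to compound for 20 h before luminescence read; 0% = DMSO alone and 100% = MG132 at 30 µM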
Target sequence (P30291 whole entry K328M): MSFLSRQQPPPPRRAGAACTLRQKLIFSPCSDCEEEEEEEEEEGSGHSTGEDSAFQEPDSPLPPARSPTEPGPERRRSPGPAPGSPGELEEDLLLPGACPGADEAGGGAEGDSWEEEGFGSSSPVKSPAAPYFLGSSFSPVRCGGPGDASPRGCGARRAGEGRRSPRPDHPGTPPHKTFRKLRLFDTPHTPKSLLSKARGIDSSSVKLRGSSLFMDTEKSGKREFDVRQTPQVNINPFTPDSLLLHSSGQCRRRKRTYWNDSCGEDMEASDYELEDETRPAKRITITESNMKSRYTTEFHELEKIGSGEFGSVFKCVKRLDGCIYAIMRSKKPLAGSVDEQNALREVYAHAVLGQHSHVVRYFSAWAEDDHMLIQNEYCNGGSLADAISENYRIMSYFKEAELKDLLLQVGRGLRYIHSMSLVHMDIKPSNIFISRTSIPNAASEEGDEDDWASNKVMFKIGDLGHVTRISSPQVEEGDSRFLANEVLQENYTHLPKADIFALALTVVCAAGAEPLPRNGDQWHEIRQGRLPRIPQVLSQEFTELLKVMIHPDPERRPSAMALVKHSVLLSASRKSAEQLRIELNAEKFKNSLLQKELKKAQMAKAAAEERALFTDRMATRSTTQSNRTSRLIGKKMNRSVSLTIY
14-3-3 Bad PPI = inhibitors of 14-3-3 zeta/Bad binding, primary screen, biochemical, TR-FRET, bovine 14-3-3 zeta; 14-3-3 protein zeta/delta (Bos taurus), P63103; TR-FRET 14-3-3zeta/Dy647-pBad peptide displacement, 1 h; inhibition, % at 21.7 µM; 220,000 compounds, 0.71% hits; AID 781, 2007;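 active means inhibition above about 70%, limit read from the data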;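 further: 0% = full 14-3-3 plus peptide FRET controls and 100% = background without 14-3-3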
FXIIa inh 1536 = human FXIIa protease inhibitors, primary screen, biochemical, 1536-well; AID 800, 2007; purified FXIIa, Boc-QGR-AMC fluorogenic substrate, 2 h; Coagulation factor XII (Homo sapiens), P00748; inhibition, % at 5 µM; 220,000 compounds, 0.3% hits; in the data active means inhibition above about 40%;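 further: 0% = enzyme with no compound and 100% = blank without enzyme; many of its hits are not listed in these tables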
p97 inhibitor = inhibitors of human p97 ATPase, primary screen, biochemical; recombinant p97 ATPase, Kinase-Glo ATP luminescence, 3 h; AID 1481, 2009; 220,000 compounds, 0.42% hits; Transitional endoplasmic reticulum ATPase (Homo sapiens), P55072; inhibition, % at 8 µM; in the data active means inhibition above about 15%;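 further: 0% = DMSO vehicle and 100% = wells lacking enzyme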
FXIa inh = human FXIa protease inhibitors, primary screen, biochemical, 1536-well | Coagulation factor XI (Homo sapiens), P03951 | purified FXIa, Boc-Glu-Ala-Arg-AMC fluorogenic substrate | inhibition, % at 5 µM | 220,000 compounds, 0.14% hits | AID 798, 2007;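 active means inhibition of at least 40%; inactive means inhibition below 40%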;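 further: fluorescence of freed AMC excited at 355 nm; 0% = enzyme without compound and 100% = no enzyme blank; many of its hits are not listed in these tables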
KLK5 inh = human KLK5 protease inhibitors, primary screen, biochemical, 1536-well | recombinant hK5, fluorogenic AMC substrate cleavage | 210,000 compounds, 0.59% hits | inhibition, % at 5 µM;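 active means inhibition of 40% or more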;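 further: 0% = enzyme controls without compound and 100% = no-enzyme blanks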
Target sequence (Q9Y337 67-293 limits assumed): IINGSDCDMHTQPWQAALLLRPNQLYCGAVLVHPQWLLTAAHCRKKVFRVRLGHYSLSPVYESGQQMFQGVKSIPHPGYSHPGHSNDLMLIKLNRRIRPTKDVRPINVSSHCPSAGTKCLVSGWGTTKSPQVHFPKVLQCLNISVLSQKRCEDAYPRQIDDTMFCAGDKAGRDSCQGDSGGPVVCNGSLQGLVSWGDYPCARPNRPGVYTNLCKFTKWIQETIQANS
eIF4E 4G PPI = eIF4E–eIF4G protein interaction inhibitors, primary screen, biochemical, uHTS, TR-FRET, eIF4GI fragment; TR-FRET eIF4E-eIF4GI(517-606) binding, 2 h; 220,000 compounds, 0.37% hits; AID 782, 2007; inhibition, % at 21.7 µM;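 active means inhibition above about 30%, limit read from the data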;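 further: 0% = full FRET control wells and 100% = background wells lacking eIF4GI fragment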
Starred values were filed as active, the others as inactive; x = not tested or not shown; [ ] = remark or other dose.

SMILES | Mdm2 ligase inh | Rad51 HR inh | Wee1 stabilizer | 14-3-3 Bad PPI | FXIIa inh 1536 | p97 inhibitor | FXIa inh | KLK5 inh | eIF4E 4G PPI
CCCCN(C(=O)Nc1ccc(Cl)cc1)C1CCN(C(C)=O)CC1 | -9 | -2 | 1 | -2 | 10 | -1 | 4 | -3 | -2
Cc1ccc(NC(=O)CN(C)C(=O)CCOc2ccccc2C)cc1 | -11 | 1 | 1 | 4 | 3 | -4 | 6 | -9 | 4
O=C(N/N=C/c1ccc(OC(=O)c2ccccc2)c([N+](=O)[O-])c1)c1ccc(O)cc1 | -5 | -7 | -1 | -2 | 8 | -2 | -2 | -2 | 2
CCN(C=NC1=NN(c2cccc(C(F)(F)F)c2)CC1)CC | 3 | 20 | -3 | -2 | 0 | -10 | -6 | -4 | 5
Cc1ccc(OCc2cc(C(=O)Nc3ccccc3)oc2C)cc1 | -19 | -1 | 5 | -3 | 5 | -3 | -6 | -28 | -6
CN1C(=O)N(C)C2(CC1(C)C)CC(C)(C)N(C)C(=O)N2C | -19 | 1 | 0 | -20[fluorescence artefact?] | -1 | -6 | -7 | -13 | 2
Cc1ccc(CN2CCN(CC(=O)O)C2=O)cc1 | -10 | -9 | -1 | -6 | 3 | -3 | -3 | -3 | 0
O=C(CCN1C(=O)c2ccccc2C1=O)Nc1ccc(-c2cn3ccsc3n2)cc1 | -11 | 6 | 0 | -10 | 15 | -1 | 2 | -15 | -3
COc1ccc(CC(=O)NCc2nnc(SCC(=O)Nc3cccc(F)c3)n2C)cc1 | -23 | 4 | 1 | -3 | 4 | -3 | 0 | -15 | -4
CCCCN(C(=O)c1ccc(S(=O)(=O)N(C)C)cc1)c1ccccc1 | x | x | -3 | -2 | 4 | 3 | -5 | 0 | -5

Brought forward from above: 4 compounds, then new ones.
SMILES | Mdm2 ligase inh | Rad51 HR inh | Wee1 stabilizer | 14-3-3 Bad PPI | FXIIa inh 1536 | p97 inhibitor | FXIa inh | KLK5 inh | eIF4E 4G PPI
Cc1ccc(CN2CCN(CC(=O)O)C2=O)cc1 | -10 | -9 | -1 | -6 | 3 | -3 | -3 | -3 | 0
O=C(CCN1C(=O)c2ccccc2C1=O)Nc1ccc(-c2cn3ccsc3n2)cc1 | -11 | 6 | 0 | -10 | 15 | -1 | 2 | -15 | -3
COc1ccc(CC(=O)NCc2nnc(SCC(=O)Nc3cccc(F)c3)n2C)cc1 | -23 | 4 | 1 | -3 | 4 | -3 | 0 | -15 | -4
CCCCN(C(=O)c1ccc(S(=O)(=O)N(C)C)cc1)c1ccccc1 | x | x | -3 | -2 | 4 | 3 | -5 | 0 | -5
COc1ccccc1NC(=O)c1ccccc1NC(=O)c1cc(Cl)ccc1NC(=O)c1ccco1 | 10 | -6 | -3 | 2[fluorescence artefact?] | 18 | -8 | 3 | 7 | 2[fluorescence artefact?]
COc1ccccc1NC(=O)O/N=C(\N)c1ccccc1 | x | x | 0 | -2 | 4 | -8 | -2 | -2 | -11
O=C(Cc1ccc2c(c1)OCCO2)N1CCN(S(=O)(=O)c2cccc(Cl)c2Cl)CC1 | 6 | -7 | 1 | 2 | -2 | 0 | 7 | 0 | 0[fluorescence artefact?]
O=C(NNC1CC(=O)N(c2ccccc2)C1=O)c1cccnc1 (stereo not drawn) | -8 | 17 | 0 | -1 | 11 | -2 | 2 | -1 | -4
N=c1n(CCN2CCCCC2)c2ccccc2n1CC(O)COc1ccccc1 (stereo not drawn) | -10 | 7 | 4 | 43[fluorescence artefact?] | 20 | -7 | 2 | -21 | 3[fluorescence artefact?]
CC(C)c1ncc(S(=O)(=O)c2ccc(C(F)(F)F)cn2)c(N)n1 | -14 | -6 | 0 | -3 | 3 | 6 | -8 | -9 | -1
COc1ccc(C(=O)c2ccccc2Cl)cc1 | -7 | 4 | 2 | 3 | 12 | -7 | 3 | 1 | 2
COCCNC(=O)C(=O)Nc1ccc(Br)cc1 | x | -9 | 3 | -8 | 18 | -4 | 9 | -4 | 6
Cc1nc(-c2ccccc2)ccc1C(=O)O | -10 | -3 | 1 | -2 | 5 | -2 | -1 | -2 | -2
CCCc1nc(N2CCN(C)CC2)c2sc(=S)n(-c3ccccc3)c2n1 | 2 | -4 | -2 | 15 | 15 | -2 | 2 | -5 | -3
c1ccc(NCc2nc(-c3ccccc3)no2)cc1 | 15 | 2 | 7 | 3[fluorescence artefact?] | 1 | 9 | 2 | 5 | -3
COc1ccc(/C=C2\N=C(SC)N(C)C2=O)cc1 | -8 | -1 | -2 | -14[fluorescence artefact?] | 9 | -2 | 0 | 8 | -5[fluorescence artefact?]
CCCNc1ncnc2c1cnn2-c1ccc(OC)cc1 | -63 | x | 2 | 1 | 7 | 5 | 1 | -1 | 4
CC(=O)N1CCC(N(CCN2CCOCC2)C(=S)Nc2ccc(C)cc2C)CC1 | -36 | -7 | 0 | 1 | 19 | -4 | 4 | 12 | -2
COc1cccc(NC(=O)C/C(C)=N/NC(=O)c2ccccc2Cl)c1 | -8 | x | 1 | -3 | 5 | 8 | 0 | 2 | -5
N#CCCN1CCN(S(=O)(=O)c2ccc(C#N)cc2)CC1 | -13 | x | 1 | 2 | 15 | 0 | 3 | 3 | -1
COc1ccccc1OCC(=O)Nc1ccc(C(N)=O)cc1 | 1 | 3 | -2 | 9 | 18 | 2 | 8 | 5 | -12
CCOC(=O)CSc1ncccn1 | -13 | x | -3 | 1 | 8 | 1 | 0 | x | 2
Cc1cc(=O)oc2cc(OC(C)C(=O)N3CCOCC3)ccc12 (stereo not drawn) | -14 | 5 | 1 | -4 | 5 | -8 | 3 | 2 | 0[fluorescence artefact?]
Cc1cc(NNC(=O)Nc2cccc(Cl)c2)nc2c1c(C)nn2C | -18 | 16 | 2 | 1 | 3 | 4 | 1 | 0 | 1
O=C(/C=C/c1ccc(OCCCF)cc1)NCc1cccc(Cl)c1 | -9 | 3 | -1 | 7 | 18 | 0 | 10 | -3 | 9
NC(=O)CN1CCOCCOCCOCCOCCOCC1 | 11 | -5 | 4 | 1 | -3 | 3 | -11 | -5 | 6
COc1ccc(CCNc2c([N+](=O)[O-])ncn2C)cc1OC | -6 | 2 | 6 | 1 | 10 | 2 | 3 | 4 | 2
COCCCNC(=S)NC(=O)c1ccccc1 | x | x | 1 | -4 | 9 | 2 | 8 | -19 | 4
COc1cc(OC)cc(C(=O)Nc2ccccc2C(=O)N2CCCC2)c1 | -17 | 2 | 1 | 30[fluorescence artefact?] | 11 | -1 | 1 | -10 | -12
CC(C)NC(=S)N1CCN(S(C)(=O)=O)CC1 | -5 | -7 | 2 | 5 | 26 | 0 | 22 | -5 | -6
Cc1cnc(C(=O)OCC(=O)NC2CCCC(C)C2C)cn1 (stereo not drawn) | 6 | 2 | 1 | -2[fluorescence artefact?] | -3 | -5 | -3 | 2 | 1
CCOc1cc(C2/C(=C(\O)c3cc(C)ccc3C)C(=O)C(=O)N2CCN(C)C)ccc1O (stereo not drawn) | -8 | -2 | 3 | x | 0 | 1 | -4 | -3 | x
O=C(CCCc1ccccc1)NC1CCSC1=O (stereo not drawn) | -3 | -6 | 1 | 5[fluorescence artefact?] | 12 | 6 | 3 | -17 | -2
Cc1ccc(S(=O)(=O)Nc2nc(C)c(C(=O)NNS(=O)(=O)c3ccccc3)s2)cc1 | 1 | 3 | 1 | -1 | 2 | -3 | 6 | 7 | 3
COC(=O)c1sc(-c2ccc(C(C)(C)C)cc2)cc1NC(=O)c1ccccc1C(=O)O | -1 | x | 0 | 12 | 13 | -6 | 6 | 6 | -7
Cc1ccc(NC(=S)/C(=C(\[O-])c2ccc(C)c([N+](=O)[O-])c2)[n+]2ccccc2)cc1C | -16 | -4 | 3 | -5 | 19 | -2 | 5 | -10 | 1
C=CCN(C(=O)c1cccc(C(F)(F)F)c1)C1(C(=O)Nc2ccccc2)CCN(C(C)C)CC1 | -10 | 14 | 1 | 3 | 11 | -3 | 8 | 1 | 3
COC(=O)C1=C(C)C(c2ccc(OC)cc2OC)NC(=O)N1 (stereo not drawn) | -26 | -5 | 1 | -4 | 11 | -5 | 1 | -10 | -7
NS(=O)(=O)c1ccc(NC(=O)COC(=O)Cc2ccc(Cl)cc2)cc1 | -10 | -2 | -4 | -2 | -4 | 5 | -6 | -3 | -1
O=c1[nH]c(NCCO)nc2c1C1(CCCC1)Cc1ccccc1-2 | -7 | -6 | 2 | 10 | -8 | -5 | -14 | -102 | -2
CCC1CCCCN1C(=O)c1noc(C(C)C)c1[N+](=O)[O-] (stereo not drawn) | x | x | 1 | -3 | 10 | 3 | 4 | -14 | 3
COc1cc(/C=C(/C#N)c2ccc(F)cc2)ccc1Oc1ccc([N+](=O)[O-])cn1 | x | x | 3 | 2 | 7 | 4 | 5 | -24 | 0
Cc1cccc(C(=O)Nc2nnc(Cc3c[nH]c4ccccc34)s2)c1 | 14 | -7 | -1 | 10 | 14 | 9 | 17 | 5 | -11
CCN(CCCNC(=O)CN(C)S(=O)(=O)c1cccc2nsnc12)c1ccccc1 | 0 | x | -1 | -2 | 12 | -5 | 6 | 9 | 3
Cc1ccc(C(=O)N2CCCC2)cc1Br | -2 | -8 | 1 | x | 6 | -4 | -2 | -4 | x
COC(=O)c1cc(O)cc(OC)c1Oc1cc(C)cc(O)c1C(=O)O | -28 | 19 | x | 62 | 4 | x | 4 | 4 | -11
Cc1ccc2nc(CSc3nnc4ccccn34)cc(=O)n2c1 | -9 | -12 | -2 | -4 | 3 | 4 | -2 | -10 | -2
O=[N+]([O-])c1cc(S(=O)(=O)N2CCCC2)ccc1NCCCN1CCOCC1 | -3 | 2 | 3 | -24 | -1 | 2 | 8 | -19 | -3
COc1ccc(OC)c2[nH]c(=O)c(CCNC(=O)c3cc4ccccc4o3)cc12 | -7 | 4 | -3 | 5 | 11 | 3 | 1 | -7 | 3
CCOc1ccc(-n2c(Cc3cc(=O)[nH]c(=O)[nH]3)nnc2SCc2cccnc2)cc1 | 8 | x | 0 | -6 | 18 | -7 | 10 | -5 | 3[fluorescence artefact?]
O=C(NCc1ccco1)c1ccc(=O)oc1 | -13 | 1 | 4 | -3 | 1 | -6 | -3 | 4 | 8[fluorescence artefact?]
Cc1nnc(NC(=O)Oc2ccccc2)s1 | -9 | 1 | 0 | 1 | -2 | -6 | -7 | -30 | -7
Cc1ccc(NC(=O)CN2C(=O)S/C(=C/c3ccc(O)c([N+](=O)[O-])c3)C2=O)cc1C | -1 | -3 | -3 | 83* | 4 | 10 | 3 | 0 | 45*
